Bioassay records (PubChem)
GALK inhibitor: galactokinase (human) inhibition; Potency, µM (titrated, usually from 57.5 µM), for inactives: at the highest dose activity change, negative = inhibition, most hits filed as inhibitors; P51570; Purified GALK, Kinase-Glo residual ATP luminescence; 270,000 tested, 0.007% active; AID 1868; note: potency is the fitted concentration of half-maximal effect; % is set by controls: 0 for no effect and ±100 for the full control effect
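ATP-depletion format; final 35 uM ATP, 100 uM D-galactose, 5 nM enzyme; pH 8.0 HEPES/Mg2+ buffer; 60 min RT; luminescence read 10 min after detection reagent.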
USP2a block: inhibitors of human ubiquitin-specific protease USP2a; O75604; USP2 core, Ub-CHOP2 coupled fluorogenic reporter, 485/531; Potency, µM (doses to about 38.3 µM), inactives show at the top dose activity change, negative = inhibition, most hits filed as inhibitors; 330,000 tested, 0.01% active; AID 463254;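 note: potency is the fitted concentration of half-maximal effect; plate controls were DMSO wells for no effect and full inhibition by NEM control for full effect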
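Deubiquitinase activity read as fluorescence (485/531 nm) after Ub-CHOP2 cleavage activates the enterokinase reporter on its substrate; USP2 core 10nM, Ub-CHOP2 and substrate 25nM each, 30min compound preincubation then 60min RT; data normalized to NEM, curves fitted.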
TSHR antag: antagonists of human thyroid stimulating hormone receptor. TSHR-expressing cells, TSH-stimulated cAMP HTRF, 2 h; active compounds read low. activity change, negative = inhibition, % at 11.5 µM. 330,000 tested, 0.2% active. AID 504810;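 active = activity change below a set negative limit, meaning inhibition stronger than a set level, cut at about -70% in these data; inconclusive = activity change between two set negative limits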; note: % is set by controls: 0 for no effect and ±100 for the full control effect
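Antagonism was scored as loss of TSH-driven cAMP in TSHR cells, stimulated with 4nM TSH (EC80) for 2 hours at 37 deg C and detected by homogeneous HTRF competition immunoassay.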
KCNH2 WT inh: KCNH2 (human, wildtype) channel inhibition | Q12809 | U2OS, BacMam KCNH2, thallium flux FluxOr; active compounds read low | activity change, % at 1.84 µM | 340,000 tested, 0.37% active;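 active = maximum activity change below -70%; inconclusive = maximum activity change between -70% and -50%; inactive = maximum activity change above -50%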; note: % is set by controls: 0 for no effect and ±100 for the full control effect
Target sequence (Q12809 whole entry, looked up): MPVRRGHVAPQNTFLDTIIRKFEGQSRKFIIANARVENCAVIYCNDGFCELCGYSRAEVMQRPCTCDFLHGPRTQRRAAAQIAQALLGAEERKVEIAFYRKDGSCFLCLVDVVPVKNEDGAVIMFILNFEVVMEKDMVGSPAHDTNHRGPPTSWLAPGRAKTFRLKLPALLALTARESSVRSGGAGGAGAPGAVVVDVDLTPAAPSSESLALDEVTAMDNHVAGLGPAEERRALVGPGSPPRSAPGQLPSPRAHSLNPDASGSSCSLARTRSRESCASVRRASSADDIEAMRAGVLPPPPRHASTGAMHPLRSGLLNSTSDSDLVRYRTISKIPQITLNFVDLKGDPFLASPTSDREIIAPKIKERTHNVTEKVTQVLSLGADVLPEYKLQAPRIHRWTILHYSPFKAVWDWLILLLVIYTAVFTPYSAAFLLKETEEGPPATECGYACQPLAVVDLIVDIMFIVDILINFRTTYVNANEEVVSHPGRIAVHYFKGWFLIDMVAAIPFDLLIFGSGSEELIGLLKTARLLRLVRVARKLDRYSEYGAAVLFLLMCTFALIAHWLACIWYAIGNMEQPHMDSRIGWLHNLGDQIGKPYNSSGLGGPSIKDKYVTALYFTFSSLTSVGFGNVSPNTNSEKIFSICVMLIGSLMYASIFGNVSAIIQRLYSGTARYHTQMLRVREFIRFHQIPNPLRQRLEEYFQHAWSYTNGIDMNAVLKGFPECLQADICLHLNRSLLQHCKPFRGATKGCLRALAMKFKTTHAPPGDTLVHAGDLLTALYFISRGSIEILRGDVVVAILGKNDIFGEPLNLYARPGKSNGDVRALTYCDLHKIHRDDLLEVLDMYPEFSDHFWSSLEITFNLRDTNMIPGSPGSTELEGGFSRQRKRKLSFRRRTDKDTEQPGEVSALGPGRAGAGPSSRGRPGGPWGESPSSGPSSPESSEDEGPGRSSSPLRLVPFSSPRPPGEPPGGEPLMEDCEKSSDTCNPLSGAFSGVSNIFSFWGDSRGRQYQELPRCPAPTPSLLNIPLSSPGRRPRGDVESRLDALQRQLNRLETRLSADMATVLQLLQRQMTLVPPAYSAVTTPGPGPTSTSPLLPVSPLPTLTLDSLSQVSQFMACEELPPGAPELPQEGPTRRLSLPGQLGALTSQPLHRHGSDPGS
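U2OS cells were transduced with wild-type KCNH2 virus (2.03 x 10^8 / mL) for 4 h at room temperature, then cultured overnight at 37 C. Thallium flux was read with FluxOr dye. Rate constants were normalized to DMSO controls.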
PKM2 act: PKM2 (human) enzyme activation | P14618 | purified PKM2, Kinase-Glo ATP luminescence, activation; response scale: 0% is enzyme alone, no compound | Potency, µM (series often up to 57.5 µM), without a hit: at the top dose activation, actives largely listed as activators | 260,000 tested, 0.34% active; note: potency is the fitted concentration of half-maximal effect; % is set by controls: 0 for no effect and ±100 for the full control effect; nearly all actives have a fitted effect of over 55% in size
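ATP formation by purified human PK-M2, quantified via coupled luciferase luminescence after 1 h at room temperature with 0.1 mM ADP and 0.5 mM PEP final.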
Mito fusion yeast: mitochondrial division inhibition or fusion activation | S. cerevisiae fusion-defective mutant growth rescue, CellTiterGlo 48 h | Potency, µM (top dose mostly 46.1 µM), inactives show at the highest dose growth rescue (activation), usual class: activators | 320,000 tested, 0.23% active | AID 485298;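 note: potency is the fitted concentration of half-maximal effect; % of control where 0% means no effect; nearly all actives have a fitted effect of over 45% in size; temperature-sensitive fusion mutants such as fzo1-1 at 37 °C on non-fermentable ethanol glycerol medium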
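Temperature-sensitive fusion-defective S. cerevisiae (e.g. fzo1-1, mgm1-5) were grown with compound in YPEG medium (3% ethanol, 3% glycerol) for 48 hours at 37C. Growth rescue was measured as viability by CellTiterGlo luminescence after 10 minutes at ambient.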
ASM inhibitor: blocks human secretory acid sphingomyelinase | P17405 | placental ASM, HMU-PC fluorogenic substrate, 60 min | Potency, µM (highest dose often 57.5 µM), inactives show at the highest dose activity change, negative = inhibition, hits mostly inhibitors | 340,000 tested, 0.006% active; note: potency is the fitted concentration of half-maximal effect
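qHTS format. ASM enzyme prepared from human placenta hydrolyses the fluorogenic substrate HMU-PC0 (9 uM final) over 60 min at 37 °C after a 10 min compound preincubation.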
Eya2 phos inh: blocks the phosphatase activity of human Eya2. 330,000 tested, 0.006% active. O00167. Potency, µM (highest dose often 76.9 µM), for inactives: at the highest dose activity, negative = inhibition, hits mostly inhibitors. AID 488837. recombinant Eya2, OMFP fluorescence dephosphorylation (OMFP is methylfluorescein phosphate); note: potency is the fitted concentration of half-maximal effect; % is set by controls: 0 for no effect and ±100 for the full control effect
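Eya2 protein (added as 0.2 uM solution) was preincubated with compound for 10 min at ambient temperature in 50 mM HEPES pH 7.5, 50 mM NaCl, 5 uM MgCl2, 0.05% BSA, 1 mM DTT. OMFP (added at 50 uM) then reacted 10 min; fluorescence read at 485/525 nm.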
MBNL1 CUG block: inhibitors of human MBNL1 binding to CUG repeat RNA; Q9NR56; TR-FRET MBNL1-His/biotin-(CUG)12 binding, 665/545 ratio; Potency, µM (series often up to 57.5 µM), without a hit: at the top dose activity change, negative = inhibition, actives largely listed as inhibitors; 280,000 tested, 0.036% active; AID 2675; active = well fitted inhibition curve with a large enough effect in the signal ratio, with a control signal flat, not every such curve was filed as active; inconclusive = small, poorly fitted or top-dose-only effect, or effect the other way, or a change in a side signal; inactive = no such curve, though single readings can be large or run the other way; the % refers to the signal ratio; note: potency is the fitted concentration of half-maximal effect; % is set by controls: 0 for no effect and ±100 for the full control effect
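MBNL1-His + Biotin-(CUG)12, cpd titration 92 nM–58 uM; Tb anti-His Ab 0.055 ng/ul, SA-XL665 5 nM (final); 60 min RT; ratiometric 665/545 nm, Ex 340 nm; normalized to buffer and full-complex controls.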
Chronic BCR inh: blocks chronic active B-cell receptor signaling; Potency, µM (series often up to 46.1 µM), for the others: top-dose ratio change, negative = lower green/red ratio, actives largely listed as inhibitors; 340,000 tested, 0.05% active; ABC-DLBCL IkBa-CBG/CBR reporter, luminescence ratio, 4 h; active = well fitted inhibition curve with a large enough effect in the signal ratio, with a control signal flat, not every such curve was filed as active; inconclusive = small, poorly fitted or top-dose-only effect, or effect the other way, or a change in a side signal; the % refers to the signal ratio;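 note: potency is the fitted concentration of half-maximal effect; plate controls were basal doxycycline-induced cells for no effect and cells given 10 µM MG132 for full effect; MG132 reads +100%, hits lower the ratio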
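Cell line TMD8 (human ABC DLBCL), stably expressing tet-inducible CBG68-IkBa fusion and CBR; IMDM/0.5% FBS; cpd up to 46 uM; dox induction, 4 h, 37C/5% CO2; dual luminescence; green/red ratio; MG132 control.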
Menin-MLL TR inh: menin-MLL binding inhibition, Texas Red mutant peptide | O00255 | AID 1768 | Menin + Texas Red MLL mutant peptide, fluorescence polarization | Potency, µM (titrated, usually from 61.6 µM), for inactives: at the highest dose FP activity change, negative = inhibition, most hits filed as inhibitors | 270,000 tested, 0.23% active; active = well fitted inhibition curve with a large enough effect in the polarisation, with a control signal flat, not every such curve was filed as active; inconclusive = small, poorly fitted or top-dose-only effect, or effect the other way, or a change in a side signal; inactive = no such curve, though single readings can be large or run the other way; the % refers to the polarisation; note: potency is the fitted concentration of half-maximal effect; % of control where 0% means no effect; many of its hits are not listed in these tables
Active calls of the source: *; ? = inconclusive; . = no result given; & = joins results of further samples; [ ] = remark or other dose. Unless noted, calls come from the whole dose curve; as a rule, active = well fitted curve in the direction sought with a large enough effect; inconclusive = small, poorly fitted or top-dose-only effect, or another doubt; inactive = no such curve, though single readings can be large; an effect the other way counts as inactive or inconclusive. Not all compounds are listed (hit frequency here may not be typical).

SMILES | GALK inhibitor | USP2a block | TSHR antag | KCNH2 WT inh | PKM2 act | Mito fusion yeast | ASM inhibitor | Eya2 phos inh | MBNL1 CUG block | Chronic BCR inh | Menin-MLL TR inh
COc1ccccc1N1C(=O)NC(=O)C(CCc2ccncc2)(CCc2ccncc2)C1=O | 0% | 1% | -2 | 4 | 1% | 0% | 4% | -1% | 1% | ? | .
CCCCn1c(O)c(C(C)=NCc2cc(OC)cc(OC)c2)c(=O)[nH]c1=O | 1% | 1% | -12 | -6 | 10% | 7% | -5% | 1% | 0% | ? | -6%
Clc1cc(I)cc(Cl)c1NC1=NCCN1 | . | . | -21 | 0 | . | ? | -1% | -1% | . | . | -8%
Cc1ccc2c(c1)CC1(CN2C)C(=O)NC(=O)N(c2cccc(C)c2C)C1=O (centres undefined) | 1% | 3% | -7 | -1 | -1% | 5% | -3% | 23% | 9% | -5% | 4%
COc1ccc(CCNCc2cccn2C)cc1 | 0% | -1% | 3 | 10 | 1%[11.5 µM] | 1% | 9% | 6% | -3% | -3% | -7%
CCCCCOc1ccc(C)cc1CN(CCCl)CCCl | 3% | -1% | -3 | 23 | 15% | -11% | 2% | -7% | . | 2% | .
Cc1ccc(-n2c(C)nc3cc(Cl)ccc3c2=O)nc1 | -2% | 3% | -1 | 18 | . | -1% | 2% | -3% | 5% | 5% | 22%
CCOC(=O)C1=C(N)OC2=C(C(=O)CCC2)C12C(=O)Nc1ccccc12 (centres undefined) | 6% | 2% | 8 | 17 | -1% | -4% | 30% | 8% | -9% | -3% | -5%
Oc1ccc2c3c1O[C@H]1c4oc5ccccc5c4C[C@@]4(O)[C@@H](C2)N(CC2CC2)CC[C@]314 | 4% | -8% | 28 | 12 | -22% | -7% | -1% | 21% | -25% | -1% | .
O=C(Nc1cccc(-c2csc(Nc3ccccc3)n2)c1)c1ccccc1 | 3% | -10% | -9 | 19 | -1% | -36%[inhibitor] | -13% | 9% | 2% | ? | .
COc1ccccc1N1CCN(Cc2c(F)cccc2F)CC1 | -3% | -3% | 4 | -19 | -2% | 1% | 2% | -39% | -27% | ? | 9%
O=C(c1cc2cc(Cl)ccc2[nH]1)N1CCC2(CC1)OCCO2 | -3% | 0% | 14 | -3 | . | -2% | -5% | -1% | 88%[activator] | 0% | .
CCCOC(=O)COc1cc(C)cc2oc(=O)c3c(c12)CCC3 | 4% | 3% | 15 | 15 | 14% | 12% | -2% | -5% | -1% | 0% | -15%
CC(C)CC(=O)NC(Oc1ccc(Cl)cc1)C(Cl)(Cl)Cl (centres undefined) | -1% | 3% | -5 | -7 | 3% | -8% | -8% | 3% | -8% | 1% | 13%
NNC(=O)c1ccc(Cl)cc1 | 1% | -1% | -43 | 31 | -13% | -5% | 0% | -5% | -5% | ? | -18%

Another view of some results above.
Structure,GALK inhibitor,USP2a block,TSHR antag,KCNH2 WT inh,PKM2 act,Mito fusion yeast,ASM inhibitor,Eya2 phos inh,MBNL1 CUG block,Chronic BCR inh,Menin-MLL TR inh
CCCCCOc1ccc(C)cc1CN(CCCl)CCCl,3%,-1%,-3,23,15%,-11%,2%,-7%,.,2%,.
Cc1ccc(-n2c(C)nc3cc(Cl)ccc3c2=O)nc1,-2%,3%,-1,18,.,-1%,2%,-3%,5%,5%,22%

Other records follow.
SMILES | GALK inhibitor | USP2a block | TSHR antag | KCNH2 WT inh | PKM2 act | Mito fusion yeast | ASM inhibitor | Eya2 phos inh | MBNL1 CUG block | Chronic BCR inh | Menin-MLL TR inh
CC(=NCc1ccc2c(c1)OCO2)c1c(O)n(Cc2ccccc2)c(=O)[nH]c1=O | 2% | 1% | -4 | 2 | 25µM* | 7% | -11% | ? | 1% | -12% | .
O=C(COc1ccccc1)NCCc1cnc[nH]1 | . | 2% | 2 | 3 | . | 11% | 0% | ? | 0% | 4% | 1%
O=C1CC(=O)N(c2cccc(Br)c2)C(=O)N1 | 1% | 0% | 18 | 3 | . | 9% | 5% | 15% | -2% | 7% | 66%[activator]
CSc1ccc(C(=O)C2CCCN(Cc3cc4ccccc4[nH]3)C2)cc1 (centres undefined) | 2% | -3% | 6 | -18 | 4% | -15% | 0% | -18% | -11% | ? | 11%
O=c1oc2cc(Br)ccc2n1Cc1ccccc1 | -2% | -1% | -11 | -8 | 0%[11.5 µM] | -2% | 3% | 8% | 0% | ? | -6%
CCn1c(O)c(C(c2ccccn2)c2c(O)n(CC)c(=S)[nH]c2=O)c(=O)[nH]c1=S | -7% | 1% | 20 | -12 | -1% | -2% | -6% | 4% | -6% | 9% | .
CC(CCc1ccccc1)NC(C)C(O)c1ccc(O)cc1 (centres undefined) | -2% | 0% | -11&-9 | 102 | -4% | ? | -3% | -4%&5% | -6% | -4% | -3%&10%&-2%&-13%

Structural class: the entries above with nitrogen in an aromatic ring.
SMILES | GALK inhibitor | USP2a block | TSHR antag | KCNH2 WT inh | PKM2 act | Mito fusion yeast | ASM inhibitor | Eya2 phos inh | MBNL1 CUG block | Chronic BCR inh | Menin-MLL TR inh
COc1ccccc1N1C(=O)NC(=O)C(CCc2ccncc2)(CCc2ccncc2)C1=O | 0% | 1% | -2 | 4 | 1% | 0% | 4% | -1% | 1% | ? | .
CCCCn1c(O)c(C(C)=NCc2cc(OC)cc(OC)c2)c(=O)[nH]c1=O | 1% | 1% | -12 | -6 | 10% | 7% | -5% | 1% | 0% | ? | -6%
COc1ccc(CCNCc2cccn2C)cc1 | 0% | -1% | 3 | 10 | 1%[11.5 µM] | 1% | 9% | 6% | -3% | -3% | -7%
Cc1ccc(-n2c(C)nc3cc(Cl)ccc3c2=O)nc1 | -2% | 3% | -1 | 18 | . | -1% | 2% | -3% | 5% | 5% | 22%
O=C(Nc1cccc(-c2csc(Nc3ccccc3)n2)c1)c1ccccc1 | 3% | -10% | -9 | 19 | -1% | -36%[inhibitor] | -13% | 9% | 2% | ? | .
O=C(c1cc2cc(Cl)ccc2[nH]1)N1CCC2(CC1)OCCO2 | -3% | 0% | 14 | -3 | . | -2% | -5% | -1% | 88%[activator] | 0% | .
CC(=NCc1ccc2c(c1)OCO2)c1c(O)n(Cc2ccccc2)c(=O)[nH]c1=O | 2% | 1% | -4 | 2 | 25µM* | 7% | -11% | ? | 1% | -12% | .
O=C(COc1ccccc1)NCCc1cnc[nH]1 | . | 2% | 2 | 3 | . | 11% | 0% | ? | 0% | 4% | 1%
CSc1ccc(C(=O)C2CCCN(Cc3cc4ccccc4[nH]3)C2)cc1 (centres undefined) | 2% | -3% | 6 | -18 | 4% | -15% | 0% | -18% | -11% | ? | 11%
O=c1oc2cc(Br)ccc2n1Cc1ccccc1 | -2% | -1% | -11 | -8 | 0%[11.5 µM] | -2% | 3% | 8% | 0% | ? | -6%
CCn1c(O)c(C(c2ccccn2)c2c(O)n(CC)c(=S)[nH]c2=O)c(=O)[nH]c1=S | -7% | 1% | 20 | -12 | -1% | -2% | -6% | 4% | -6% | 9% | .
